# BCR signal inh: qHTS Assay to Find Inhibitors of Chronic Active B-Cell Receptor Signaling; ABC-DLBCL IkBa-CBG/CBR reporter, luminescence ratio, 4 h; Potency, µM (doses to about 46.1 µM), inactives show at the highest dose ratio change, negative = lower green/red ratio, actives largely listed as inhibitors; 340,000 compounds, 0.05% hits; AID 493014, 2011; active means well fitted inhibition curve with a large enough effect in the signal ratio, with a control signal flat, not every such curve was filed as active; inconclusive means small, poorly fitted or top-dose-only effect, or effect the other way, or a change in a side signal; the % refers to the signal ratio;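 further: potency means the concentration at half of the fitted maximal effect; plate controls were basal doxycycline-induced cells for no effect and cells given 10 µM MG132 for full effect; MG132 reads +100%, hits lower the ratio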
#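 TMD8 ABC-DLBCL cells carrying doxycycline-inducible green luciferase fused to IkappaBalpha plus unfused red luciferase were exposed to compounds (up to 46 uM) for 4 hrs at 37C. Activity came from the overlap-corrected green/red luminescence ratio.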
# ASM inhibitor: Inhibitors of Secretory Acid Sphingomyelinase (S-ASM): qHTS. placental ASM, HMU-PC fluorogenic substrate, 60 min. Potency, µM (doses to about 57.5 µM), for inactives: top-dose activity change, negative = inhibition, hits mostly inhibitors. 340,000 compounds, 0.006% hits. AID 504937, 2011; active means well fitted inhibition curve with a large enough effect; inconclusive means small, poorly fitted or top-dose-only effect; inactive means no such curve, though single readings can be large or run the other way; further: potency means the concentration at half of the fitted maximal effect
#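 Fluorescence read-out (Ex 386 nm, Em 447 nm) after stopping the reaction at pH 10. Enzyme: ASM from human placenta; substrate HMU-PC0, 9 uM final; 60 min, 37 °C. Compound preincubation 10 min, ambient temperature.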
# Menin MLL FP TR: qHTS Assay for Inhibitors Targeting the Menin-MLL Interaction in MLL Related Leukemias: Competition With Texas Red Labeled MLL-derived Mutant Peptide | Potency, µM (highest dose often 61.6 µM), without a hit: at the top dose FP activity change, negative = inhibition, most hits filed as inhibitors | 270,000 compounds, 0.23% hits | Menin + Texas Red MLL mutant peptide, fluorescence polarization | O00255; active means well fitted inhibition curve with a large enough effect in the polarisation, with a control signal flat, not every such curve was filed as active; inconclusive means small, poorly fitted or top-dose-only effect, or effect the other way, or a change in a side signal; inactive means no such curve, though single readings can be large or run the other way; the % refers to the polarisation; further: potency means the concentration at half of the fitted maximal effect; % of control where 0% means no effect; many of its hits are not listed in these tables
# hERG WT inh: qHTS for Inhibitors of KCHN2 3.1: Wildtype qHTS; 340,000 compounds, 0.37% hits; U2OS, BacMam KCNH2, thallium flux FluxOr; hits give low values; activity change, % at 1.84 µM;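 active means maximum activity change below -70%; inconclusive means maximum activity change between -70% and -50%; inactive means maximum activity change above -50%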; further: on the % scale 0 is the no-effect control and ±100 the full control effect
# Target sequence (Q12809 whole entry, looked up): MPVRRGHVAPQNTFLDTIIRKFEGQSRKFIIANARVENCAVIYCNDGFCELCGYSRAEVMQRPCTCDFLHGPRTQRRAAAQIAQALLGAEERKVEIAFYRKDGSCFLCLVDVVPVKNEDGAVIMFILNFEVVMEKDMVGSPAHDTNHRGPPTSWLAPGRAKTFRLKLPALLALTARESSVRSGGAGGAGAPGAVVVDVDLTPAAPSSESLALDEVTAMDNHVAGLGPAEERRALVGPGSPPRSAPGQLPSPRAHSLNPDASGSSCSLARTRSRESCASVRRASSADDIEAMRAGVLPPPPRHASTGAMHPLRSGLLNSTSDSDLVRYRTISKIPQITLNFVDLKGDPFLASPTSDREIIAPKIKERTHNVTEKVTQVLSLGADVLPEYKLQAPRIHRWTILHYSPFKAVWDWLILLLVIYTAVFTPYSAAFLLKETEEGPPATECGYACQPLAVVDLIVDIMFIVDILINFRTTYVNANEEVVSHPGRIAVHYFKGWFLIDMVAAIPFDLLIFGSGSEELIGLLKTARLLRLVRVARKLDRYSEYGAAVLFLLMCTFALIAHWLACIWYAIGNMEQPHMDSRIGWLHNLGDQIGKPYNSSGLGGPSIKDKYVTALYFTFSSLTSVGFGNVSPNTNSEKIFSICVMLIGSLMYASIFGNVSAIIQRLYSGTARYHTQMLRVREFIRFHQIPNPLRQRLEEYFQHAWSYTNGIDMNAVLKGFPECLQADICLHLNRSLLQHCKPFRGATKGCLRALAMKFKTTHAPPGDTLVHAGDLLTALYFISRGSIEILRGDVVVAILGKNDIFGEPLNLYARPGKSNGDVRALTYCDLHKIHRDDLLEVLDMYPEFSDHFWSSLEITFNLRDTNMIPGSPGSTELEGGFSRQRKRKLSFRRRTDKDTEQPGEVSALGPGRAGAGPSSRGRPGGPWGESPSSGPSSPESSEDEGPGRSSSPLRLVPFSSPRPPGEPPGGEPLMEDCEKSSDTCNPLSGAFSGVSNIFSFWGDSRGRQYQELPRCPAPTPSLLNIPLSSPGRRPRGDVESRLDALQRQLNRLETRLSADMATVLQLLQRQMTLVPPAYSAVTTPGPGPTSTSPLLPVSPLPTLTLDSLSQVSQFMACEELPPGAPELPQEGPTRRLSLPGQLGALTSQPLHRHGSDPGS
#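 U2OS cells were transduced with wild-type KCNH2 virus (2.03 x 10^8 / mL) for 4 h at room temperature, then cultured overnight at 37 C. Thallium flux was read with FluxOr dye. Rate constants were normalized to DMSO controls.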
# Numbers without * were called inactive; ? = inconclusive; · = no result given; & = joins results of further samples; [ ] = another dose, or the depositor's remark.
Molecule | BCR signal inh | ASM inhibitor | Menin MLL FP TR | hERG WT inh
NC(=O)c1ccc([N+](=O)[O-])cc1Cl | · | · | 1% | ·
NC(=O)NC(=O)Cc1ccccc1 | · | · | -18% | ·
CCCCCCCCCCOCC(O)CN (centres undefined) | · | · | -14% | ·
CCCCN(CCCC)CC(O)c1cc(Cl)cc2c1-c1ccc(Cl)cc1/C2=C/c1ccc(Cl)cc1 (centres undefined) | · | · | -5% | ·
OCCOCCOCCO | · | · | 0% | ·
CC(C)[C@@H]1C(=O)N(S(C)(=O)=O)[C@H]2CCN(C(=O)/C=C\CN3CCCCC3)[C@@H]12 | · | · | -1%[24.8 µM] | ·
CCn1cc(C(=O)O)c(=O)c2cc(F)c(N3CCN[C@@H](C)C3)c(F)c21 | · | · | -1%[24.8 µM] | ·
Cc1ccc(C(=O)C(C)CN2CCCCC2)cc1 (centres undefined) | · | · | -1% | ·
COc1cc2[nH]c(=O)[nH]c(=O)c2cc1OC | · | · | -37% | ·
CC1(C)OC2CC(=O)OC[C@@]23C1CC(=O)[C@]1(C)C3CC[C@@]2(C)C(c3ccoc3)OC(=O)C3O[C@@]321 (some centres undefined) | · | · | 7% | ·
CC1(C)Oc2ccc(C#N)cc2[C@H](N2CCCC2=O)[C@H]1O | · | · | -2%&-2%[24.8 µM] | ·
COC(=O)Nc1nc2ccc(S(=O)c3ccccc3)cc2[nH]1 (centres undefined) | · | · | -3% | ·
O=C(OC1C[C@@H]2CC3C[C@H](C1)N2CC3=O)c1c[nH]c2ccccc12 (some centres undefined) | · | · | 4% | ·
COc1ccc(-c2oc3c(CC=C(C)C)c(O[C@H]4OC(CO)C(O)C(O)C4O)cc(O)c3c(=O)c2O[C@@H]2OC(C)C(O)C(O)C2O)cc1 (some centres undefined) | · | · | -18% | ·
O=C(Nc1ccc([N+](=O)[O-])cc1)Nc1ccc([N+](=O)[O-])cc1 | · | · | ? | ·
CCc1cc(-c2n[nH]c(C)c2-c2ccc3c(c2)OCCO3)c(O)cc1O | · | · | ? | ·
CN1CCC(Nc2ncc3ncnc(Nc4ccc(F)c(Cl)c4)c3n2)CC1 | · | · | 25% | ·
C[C@@H]1O[C@H](O[C@@H]2C(O)[C@H](O)[C@@H](CO)O[C@H]2Oc2cc(O)c3c(=O)cc(-c4ccc(O)cc4)oc3c2)[C@H](O)[C@H](O)[C@H]1O (some centres undefined) | · | · | -5% | ·
COc1ccc([C@@H]2CNC(=O)C2)cc1OC1CCCC1 | · | · | 0%&-17%&-16%&-4%[24.8 µM] | ·
CN=C(NC#N)Nc1ccc(C2=NNC(=O)CC2C)cc1 (centres undefined) | · | · | 4%&2% | ·
CN1CCN(c2cc3c(cc2F)c(=O)c(C(=O)O)cn3-c2ccc(F)cc2)CC1 | · | · | 8% | ·
O=C(O)[C@@H]1[C@@H]2C[C@H]3c4[nH]c5ccccc5c4CCN3C[C@@H]2CC[C@@H]1O | · | · | -24%[24.8 µM] | ·
CCCC(=O)O[C@]1(C(=O)CCl)[C@H](C)C[C@@H]2[C@H]3CCC4=CC(=O)C=C[C@]4(C)[C@@]3(F)C(=O)C[C@@]21C | · | · | 2% | ·
C[C@]12CC[C@@H]3C(=CCc4cc(O)ccc43)[C@@H]1CCC2=O | · | · | 9%[24.8 µM] | ·
C[C@H]1C[C@@H]2[C@H]3CCC4=CC(=O)C=C[C@@]4(C)[C@@]3(Cl)[C@@H](O)C[C@]2(C)[C@]1(OC(=O)c1ccco1)C(=O)CCl | · | · | 17%[24.8 µM] | ·
C[C@@H]1[C@H](C)CC[C@@]2(C(=O)O[C@H]3O[C@@H](CO[C@H]4O[C@@H](CO)[C@@H](O[C@H]5O[C@@H](C)[C@@H](O)[C@@H](O)[C@@H]5O)[C@@H](O)[C@@H]4O)[C@@H](O)[C@@H](O)[C@@H]3O)CC[C@]3(C)C(=CC[C@H]4[C@@]5(C)C[C@@H](O)[C@@H](O)[C@](C)(CO)[C@@H]5CC[C@@]43C)[C@@H]12 | · | · | 8%[24.8 µM] | ·
CN1CCN(C(=O)C2CCCCC2)CC1 | · | · | -5% | ·
CCN1CC(CCN2CCOCC2)C(c2ccccc2)(c2ccccc2)C1=O (centres undefined) | · | · | 3% | ·
NC(=O)c1ccc(-c2nc(-c3ccc4c(c3)OCO4)c(-c3ccccn3)[nH]2)cc1 | · | · | 8% | ·
Nc1ccc(S(=O)(=O)NCc2ccccc2)cc1 | · | · | 9% | ·
c1ccc(CNCCNCc2ccccc2)cc1 | · | · | -2%&-3% | ·
COc1cc2oc(=O)ccc2cc1O | · | · | -24% | ·
CC(=O)O[C@]1(C(C)=O)CC[C@H]2C3C=C(Cl)C4=CC(=O)[C@@H]5C[C@H]5[C@]4(C)C3CC[C@@]21C (some centres undefined) | · | · | ? | ·
COc1c(O)cc2c(c1O)[C@@H]1O[C@@H](CO)[C@@H](O)[C@@H](O)[C@@H]1OC2=O | · | · | -1%[24.8 µM] | ·
Cc1c(C(C)C)c(=O)n(-c2ccccc2)n1C | · | · | 4% | ·
Cc1cn([C@H]2C[C@H](O)[C@@H](CO)O2)c(=O)[nH]c1=O | · | · | 3% | ·
COC(=O)c1ccccc1C(=O)c1ccc(OCCN2CCCCC2)cc1 | · | · | -23% | ·
COc1cc(C(=O)NC(c2ccccc2Cl)c2cc(Cl)c3cccnc3c2O)cc(OC)c1OC (centres undefined) | 12% | · | · | ·
CCOc1ccccc1NC(=O)CSc1nc2ccccc2c2nc(CCn3cncc3C)nn12 | -7% | · | · | ·
CC(=O)OCC(=O)C1(O)CCC2C3CCC4=CC(=O)C=CC4(C)C3(F)C(O)CC21C (centres undefined) | · | -4% | · | 10
CC(C)(C(=O)c1cccnc1)c1cccnc1 | · | 1% | -12%[24.8 µM] | -6
COc1ccccc1OC(=O)Oc1ccccc1OC | · | 2% | 2% | 1

# 3 compounds out of the list above, ordered by the value under Menin MLL FP TR, low to high:
molecule	BCR signal inh	ASM inhibitor	Menin MLL FP TR
COc1cc2oc(=O)ccc2cc1O	·	·	-24%
Cc1c(C(C)C)c(=O)n(-c2ccccc2)n1C	·	·	4%
CN1CCN(c2cc3c(cc2F)c(=O)c(C(=O)O)cn3-c2ccc(F)cc2)CC1	·	·	8%

# Part of the list above, with values under each structure.
# Each structure is followed by: BCR signal inh, ASM inhibitor, Menin MLL FP TR, hERG WT inh
- NC(=O)c1ccc([N+](=O)[O-])cc1Cl
  ·, ·, 1%, ·
- NC(=O)NC(=O)Cc1ccccc1
  ·, ·, -18%, ·
- CCCCCCCCCCOCC(O)CN (centres undefined)
  ·, ·, -14%, ·
- CCCCN(CCCC)CC(O)c1cc(Cl)cc2c1-c1ccc(Cl)cc1/C2=C/c1ccc(Cl)cc1 (centres undefined)
  ·, ·, -5%, ·
- OCCOCCOCCO
  ·, ·, 0%, ·
- CC(C)[C@@H]1C(=O)N(S(C)(=O)=O)[C@H]2CCN(C(=O)/C=C\CN3CCCCC3)[C@@H]12
  ·, ·, -1%[24.8 µM], ·
- CCn1cc(C(=O)O)c(=O)c2cc(F)c(N3CCN[C@@H](C)C3)c(F)c21
  ·, ·, -1%[24.8 µM], ·
- Cc1ccc(C(=O)C(C)CN2CCCCC2)cc1 (centres undefined)
  ·, ·, -1%, ·
- COc1cc2[nH]c(=O)[nH]c(=O)c2cc1OC
  ·, ·, -37%, ·
- CC1(C)OC2CC(=O)OC[C@@]23C1CC(=O)[C@]1(C)C3CC[C@@]2(C)C(c3ccoc3)OC(=O)C3O[C@@]321 (some centres undefined)
  ·, ·, 7%, ·
- CC1(C)Oc2ccc(C#N)cc2[C@H](N2CCCC2=O)[C@H]1O
  ·, ·, -2%&-2%[24.8 µM], ·
- COC(=O)Nc1nc2ccc(S(=O)c3ccccc3)cc2[nH]1 (centres undefined)
  ·, ·, -3%, ·
- O=C(OC1C[C@@H]2CC3C[C@H](C1)N2CC3=O)c1c[nH]c2ccccc12 (some centres undefined)
  ·, ·, 4%, ·

# From PubChem

# Only part of the results is shown. The share of hits here may be higher or lower than overall.
